# CHO-K1 Ca PAM = nonselective calcium activators in parental CHO-K1 cells, primary screen, counter-screen for M1 PAM project, cell-based, Fluo-8 calcium fluorescence, full deck, 1536-well; activation, % at 3 µM; ATP EC20; 0% at ATP EC20, 100% at ATP max; actives 0.02% (n = 360,000); AID 602247, 2012;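 active means activation above the run cutoff, the mean activation of all test compounds plus 3 SD, cut at about 40% in these data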;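 further: peak over basal fluorescence ratio in a 140 s read after ATP addition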
# CRFBP-R2 agonist = agonists of CRF-BP/CRF-R2 complex, primary screen, cell-based, HEK293, calcium dye fluorescence, uHTS. activation, % at 13.2 µM. actives 0.46% (n = 350,000). calcium dye fluorescence (FLIPR); percent of saturating CRF peptide response. CRF-binding protein / CRF receptor 2 complex (human);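 active means activation of at least 50%, plus an integration ratio under a set limit after plate pattern correction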;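 further: plate controls were neutral control wells without compound for no effect and CRF at EC100 for full effect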
# M5 PAM = human M5 muscarinic receptor positive allosteric modulators, primary screen, CHO-K1 cells, Fluo-8 calcium fluorescence | Muscarinic acetylcholine receptor M5 (Homo sapiens), P08912 | CHO-K1 hM5, ACh EC20 PAM; 0% = ACh EC20, 100% = ACh EC100 | activation, % at 3 µM | actives 0.3% (n = 360,000);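 active means activation above the run cutoff, the mean activation of all test compounds plus 3 SD, cut at about 18% in these data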
# Target sequence (P08912 whole entry, looked up): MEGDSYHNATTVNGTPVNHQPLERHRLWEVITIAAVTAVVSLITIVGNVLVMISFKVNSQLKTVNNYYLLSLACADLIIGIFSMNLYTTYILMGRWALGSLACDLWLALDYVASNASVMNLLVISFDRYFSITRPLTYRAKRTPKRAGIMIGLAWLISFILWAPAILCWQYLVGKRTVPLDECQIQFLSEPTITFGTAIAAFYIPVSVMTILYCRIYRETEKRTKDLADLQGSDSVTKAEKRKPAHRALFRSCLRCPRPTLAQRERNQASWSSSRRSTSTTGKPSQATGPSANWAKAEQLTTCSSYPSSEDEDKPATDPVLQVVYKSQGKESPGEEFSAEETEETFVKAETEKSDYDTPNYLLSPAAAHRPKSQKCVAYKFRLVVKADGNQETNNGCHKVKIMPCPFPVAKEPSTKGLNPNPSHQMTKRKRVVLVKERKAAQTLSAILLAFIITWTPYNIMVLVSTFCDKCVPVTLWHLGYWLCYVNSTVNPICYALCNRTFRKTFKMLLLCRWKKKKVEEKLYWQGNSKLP
#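 Assay system – human M5 receptor in CHO-K1 cells · Read-out – % activation, ACh-normalized · Technique – Fluo-8 calcium fluorescence · Dosing – single-point, 3 µM nominal · Incubation – Fluo-8 loading 80 min at 37 °C plus 30 min room temperature · Repeats – singlicate, one well per test compound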
# TAAR1 antagonist = human TAAR1 antagonists, primary screen, Fluo-8 calcium fluorescence, CHO RD-HGA16 cells; Trace amine-associated receptor 1 (Homo sapiens), Q96RJ0; antagonist; inhibition, % at 3 µM; actives 1.5% (n = 360,000);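 active means inhibition above a per-plate cutoff, the mean inhibition of test compounds on that plate plus 3 SD, cut at about 49% in these data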;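 further: 0% = DMSO plus EC80 beta-PEA response and 100% = DMSO alone without agonist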
# Target sequence (Q96RJ0 whole entry, looked up): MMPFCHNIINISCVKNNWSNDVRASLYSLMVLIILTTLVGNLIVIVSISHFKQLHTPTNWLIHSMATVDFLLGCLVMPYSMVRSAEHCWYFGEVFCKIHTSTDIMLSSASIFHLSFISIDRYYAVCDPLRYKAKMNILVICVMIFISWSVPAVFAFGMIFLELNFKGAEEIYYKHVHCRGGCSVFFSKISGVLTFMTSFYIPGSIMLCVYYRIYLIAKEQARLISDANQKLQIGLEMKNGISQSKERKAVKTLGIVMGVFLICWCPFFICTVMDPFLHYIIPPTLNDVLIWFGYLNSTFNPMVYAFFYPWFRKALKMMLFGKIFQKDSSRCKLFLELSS
#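 Test system: RD-HGA16 CHO cells with stable hTAAR1 and Gα16 / Probe or stimulus: EC80 β-phenethylamine stimulus / Times: seeding 17-24 h prior, 75-min 37 °C, 30-min RT dye loading / Detection: Fluo-8 calcium-sensitive fluorescence / Read-out basis: % inhibition scaled between DMSO and EC80 PEA controls / Repeats: singlicate, one well per test compound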
# M4 PAM = human M4 muscarinic receptor positive allosteric modulators, primary screen, CHO-K1 cells, Fluo-8 calcium fluorescence; CHO-K1 hM4/Gqi5, ACh EC20; 0% = ACh EC20, 100% = maximal ACh; activation, % at 3 µM; actives 0.4% (n = 360,000); AID 624126, 2012;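 active means activation above its plate's cutoff, the mean activation of sample wells plus 3 SD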; further: some results filed as inactive read as strong as hits
# CHRM5 antagonist = human M5 muscarinic receptor antagonists, primary screen, CHO cells, Fluo-8 calcium fluorescence | CHO-hM5 cells, ACh EC80 | actives 0.59% (n = 360,000) | inhibition, % at 3 µM;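 active means inhibition above a per-plate cutoff, the mean of that plate's test compounds plus 3 SD, cut at about 27% in these data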;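 further: 0% = acetylcholine EC80 with DMSO and 100% = DMSO without agonist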
# CHRM5 agonist = human M5 muscarinic receptor agonists, primary screen, CHO-K1 cells, Fluo-8 calcium fluorescence | Muscarinic acetylcholine receptor M5 (Homo sapiens), P08912 | CHO-K1 hM5 cells; 0% DMSO wells, 100% maximal acetylcholine response | activation, % at 3 µM | actives 0.19% (n = 360,000);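 active means activation above the run's mean over test compounds plus 3 SD, cut at about 23% in these data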;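 further: signal is peak over basal fluorescence ratio across the kinetic read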
# TAAR1 ag = human TAAR1 agonists, primary screen, Fluo-8 calcium fluorescence, CHO RD-HGA16 cells; Trace amine-associated receptor 1 (Homo sapiens), Q96RJ0; vehicle wells 0%, saturating PEA agonist 100%; activation, % at 3 µM; actives 0.99% (n = 360,000);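 active means activation above the mean activation of all test compounds in the run plus 3 SD, cut at about 38% in these data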
#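 Assay system – CHO-derived RD-HGA16 cells with stable Gα16 and human TAAR1 · Compound dosing – one-point dosing at 3 µM (nominal) · Incubation – 17-24 h seeding, 75 min 37 °C dye, 30 min RT · Measured by – kinetic Fluo-8 calcium fluorescence · Control set – DMSO vehicle as 0%, PEA at EC100 as 100% · Repeats – single well for each compound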
# CRFR2-BP antag = antagonists of CRF-BP/CRF-R2 complex, primary screen, cell-based, HEK293, calcium dye fluorescence, uHTS; CRF-induced calcium fluorescence; inhibition, % at 11.8 µM; actives 0.59% (n = 350,000); AID 588475, 2011;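 active means inhibition of the ligand-induced calcium signal above about 50% at the single tested concentration, limit read from the data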
# * = called active by the depositor; . = no result given.
SMILES,CHO-K1 Ca PAM,CRFBP-R2 agonist,M5 PAM,TAAR1 antagonist,M4 PAM,CHRM5 antagonist,CHRM5 agonist,TAAR1 ag,CRFR2-BP antag
Cc1ccc(C(=O)N(CC(=O)NC2CCCC2)c2ccc3c(c2)OCCO3)s1,20,-0.6,0,5,-4,7,1,5,2
CC(C)(C)c1ccc(OCC(=O)NCCN2CCOCC2)cc1,16,-2.0,3,10,1,8,-1,-2,-5
O=C(O)CN1C(=O)CSC1=S,-9,5.5,1,-11,1,7,-1,1,-16
CC(C)N(C)CCOC(=O)c1ccc2c(c1)OCCO2,15,-0.1,-5,-4,-7,4,-5,12,-14
CN(C)S(=O)(=O)c1ccc(N2CCCC2)c(C(=O)Nc2nc(-c3ccc(F)c(F)c3)cs2)c1,2,-0.8,-3,-14,5,18,-5,0,15
N#C/C(=N\Nc1cccc(F)c1)C(=O)C1CC1,-4,9.6,-7,-4,-7,4,8,8,10
O=C(NCc1cccnc1)c1ccc(COc2ccc(Cl)cc2Cl)o1,7,4.7,1,4,-3,4,4,6,-14
O=C(Nc1cnccn1)c1ccncc1,26,0.7,10,-16,0,-10,-1,5,4
Cc1ccc(OCC(O)Cn2c(N)nc3c2c(=O)n(C)c(=O)n3C)cc1 (stereo not drawn),-3,-1.3,-3,1,12,-2,4,0,15
COc1ccc(S(=O)(=O)NCC(c2ccc3c(c2)OCO3)N2CCOCC2)cc1C (stereo not drawn),23,-1.2,3,-11,13,-5,0,0,-8
Cc1ccccc1NC(=O)CSc1nnc(Cc2ccccc2)o1,15,-1.3,3,23,4,2,0,3,38
O=C(CCl)Nc1cn(-c2ccccc2)nc1-c1ccc(F)cc1,-1,-1.4,7,-13,-2,7,-6,1,-28
C/C(=N\NC(=O)c1cc(-c2cccnc2)nc2ccccc12)c1ccccc1O,26,-0.4,-3,-5,-1,-7,-4,3,-5
On1c(-c2ccccc2Cl)nc2ccccc21,14,-1.4,5,6,2,1,1,8,-5
O=C(NC(c1ccc(Cl)cc1)c1cnccn1)C1CCN(Cc2ccc(Cl)cc2)CC1 (stereo not drawn),14,.,-1,-20,-4,3,-2,3,.
COC(=O)Cc1coc2cc(OC)ccc12,6,-0.7,0,4,8,7,0,8,2
Cc1ccccc1Nc1c(-c2ccncc2)nc2ccc(Br)cn12,2,0.3,-5,19,-4,5,-4,4,3
O=S(=O)(Cc1cc(Sc2ccc(Cl)cc2)nc(-c2ccccc2)n1)c1ccccc1,8,5.3,-2,2,14,-13,-6,10,-13
O=C(c1ccco1)N1CCN(C(=O)c2cc(-c3ccccn3)nc3ccc(Cl)cc23)CC1,4,1.6,-3,28,-1,1,0,12,-12
CCN1CCN(c2ccc(S(=O)(=O)N3CCCCC3)cc2NC(=O)c2sccc2C)CC1,11,0.2,4,5,-1,4,-2,1,-9
CCNc1nc(NCC)n2c(SCC(=O)Nc3ccc(F)cc3[N+](=O)[O-])nnc2n1,8,-0.3,9,-16,1,3,0,0,1
O=C(c1ccccc1)N(C(=O)c1ccccc1)N1CCCC1,0,-0.2,-5,-10,-1,16,-1,-2,10
COc1ccccc1-n1c(CNC(=O)c2ccco2)nnc1SCC(=O)Nc1nccs1,25,-1.5,3,1,-4,6,0,1,11
O=C(NCc1cccc(C(F)(F)F)c1)N1CCN(C(=O)c2ccccc2)CC1,4,0.1,0,-12,5,1,1,0,-5
Cc1c(Cl)cccc1NC(=S)NCCc1ccc(Cl)cc1,19,2.1,-13,28,-13,17,-1,1,2

# 5 consecutive records already listed, quoted:
SMILES,CHO-K1 Ca PAM,CRFBP-R2 agonist,M5 PAM,TAAR1 antagonist,M4 PAM,CHRM5 antagonist,CHRM5 agonist,TAAR1 ag,CRFR2-BP antag
CCNc1nc(NCC)n2c(SCC(=O)Nc3ccc(F)cc3[N+](=O)[O-])nnc2n1,8,-0.3,9,-16,1,3,0,0,1
O=C(c1ccccc1)N(C(=O)c1ccccc1)N1CCCC1,0,-0.2,-5,-10,-1,16,-1,-2,10
COc1ccccc1-n1c(CNC(=O)c2ccco2)nnc1SCC(=O)Nc1nccs1,25,-1.5,3,1,-4,6,0,1,11
O=C(NCc1cccc(C(F)(F)F)c1)N1CCN(C(=O)c2ccccc2)CC1,4,0.1,0,-12,5,1,1,0,-5
Cc1c(Cl)cccc1NC(=S)NCCc1ccc(Cl)cc1,19,2.1,-13,28,-13,17,-1,1,2

# Following part:
SMILES,CHO-K1 Ca PAM,CRFBP-R2 agonist,M5 PAM,TAAR1 antagonist,M4 PAM,CHRM5 antagonist,CHRM5 agonist,TAAR1 ag,CRFR2-BP antag
Cc1ccc(C2=CSC3=NCCN23)cc1,19,0.2,1,-2,2,3,-11,-1,8
O=C(NCc1ccco1)c1ccc2sc([C@@H]3O[C@H](CO)[C@@H](O)[C@H]3O)nc2c1,-8,.,-2,-3,1,-1,1,2,.
CN(Cc1ccccc1)C(=O)CC(c1ccccc1)c1cc(Cl)ccc1O (stereo not drawn),13,2.1,1,12,-12,-5,-5,1,25
CCOC1(c2ccccc2)OC(=O)c2ccccc21 (stereo not drawn),-9,-1.5,-2,-23,8,1,-7,-2,26
Oc1cccc(CN2CCCCC2)c1,-4,-0.4,2,.,-3,-3,-5,.,-15
COc1ccc(S(=O)(=O)NC(=O)C2(C)CCN2C(=O)c2ccccc2CCc2ccccc2)cc1 (stereo not drawn),13,.,0,9,0,-7,1,-1,.
O=C(O)c1cccc(Nc2ccc([N+](=O)[O-])c3nonc23)c1,1,1.1,2,6,7,3,2,4,3
Cc1ccc(C(=S)N2CCN(Cc3ccccc3)CC2)s1,22,-0.6,-1,14,-2,-1,-5,12,-5
COc1ccc(C/C(N)=N/OC(=O)c2cccc([N+](=O)[O-])c2)cc1,35,-0.9,0,-8,8,-2,-3,0,38
O=C(COC(=O)c1ccc(O)cc1O)NC(=O)NCc1ccccc1,6,-1.4,-3,-10,4,15,15,29,-5
CC(=O)c1c(C)nn(CC(=O)NC2CCCN(Cc3ccc(CC(C)C)cc3)C2)c1C (stereo not drawn),-18,3.1,2,-11,-17,3,-7,0,8
COc1ccc(NC(=O)C2CCCCN2S(=O)(=O)c2ccc(F)cc2)cc1 (stereo not drawn),-9,-1.9,-8,1,-4,10,1,-1,9
COCCNc1ncnc2c1ncn2[C@H]1CN(CCc2ccccc2)C[C@@H](CO)O1,-2,.,0,-22,2,3,-1,46*,.
NS(=O)(=O)c1ccc(N=Nc2c(-c3ccccc3)[nH]n(-c3nc(-c4ccccc4)cs3)c2=O)cc1,15,2.1,-2,-12,-8,0,0,0,-1
COc1ccccc1-c1nnc(NC(=O)CCS(=O)(=O)c2ccc(F)cc2)o1,-2,-0.5,-2,-1,0,-1,0,2,-4
COc1ccc(C2c3ccc4ccccc4c3Oc3ncn(CCN(C)C)c(=N)c32)cc1 (stereo not drawn),-8,-0.1,-5,-13,-4,9,-4,4,-4
Cc1ccc(-c2ccccc2[C@@H]2C[C@H]3CN(C)C(=O)[C@]34CCCN24)o1,17,0.1,12,-5,6,10,-3,7,5
O=C(NC1CCCC1)c1cccc(Cl)c1,11,0.2,5,-15,-2,6,-2,5,9
N#Cc1ccccc1NC(=O)COC(=O)c1ccc(S(=O)(=O)N2CCCC2)cc1,-3,-1.1,-4,15,10,1,0,8,-1
Cc1cccc(/C=N/NC(=O)c2cccc(Cl)c2)n1,16,-1.0,-2,4,-3,2,0,0,0
O=C(CNC(=O)OCc1ccccc1)NC1CCCCNC1=O (stereo not drawn),12,0.0,5,-19,-1,2,-1,2,0
O=C(CCSc1ccccc1)Nc1nc2c(s1)COc1ccccc1-2,17,-0.2,-5,30,7,2,3,5,-8
COc1ccc(CCn2c(C)cc(C(=O)CCl)c2C)cc1OC,1,0.2,-7,8,-4,10,-2,2,37
CCOC(=O)Cc1csc(NC(=O)Cc2ccc([N+](=O)[O-])cc2)n1,16,-0.3,-3,3,-2,1,1,2,12
CCc1nc2ccc(C(=O)NCCCn3ccnc3)cn2c1N(C)Cc1ccc(Cl)cc1,0,.,1,-9,4,-2,-2,0,.
Nc1sccc1C(=O)c1ccccc1,.,3.1,.,11,.,.,.,-1,-4
COc1cc(C(=O)N/C(=C\c2cn(C)c3ccccc23)C(=O)NCCCO)cc(OC)c1OC,16,-0.4,-1,-2,7,9,-4,2,-3
CN(C)/C=N/c1ncn(-c2ncc(C(F)(F)F)cc2Cl)n1,20,0.3,-7,-5,-5,11,1,4,3
O=C(CNC(=O)c1ccc(C(F)(F)F)cc1)NC1CC1,-18,-1.4,10,-22,-3,-2,-1,1,0
N#C/C(=C\c1ccc(Sc2ccccc2)o1)c1nc2ccccc2[nH]1,4,28,-3,45,11,11,4,11,-81

# Taken from above:
# Oc1cccc(CN2CCCCC2)c1 | CHRM5 agonist: -5
# CCOC(=O)Cc1csc(NC(=O)Cc2ccc([N+](=O)[O-])cc2)n1 | M4 PAM: -2
# COc1ccccc1-c1nnc(NC(=O)CCS(=O)(=O)c2ccc(F)cc2)o1 | CHRM5 antagonist: -1
# CCOC1(c2ccccc2)OC(=O)c2ccccc21 (stereo not drawn) | TAAR1 ag: -2
# COc1ccc(NC(=O)C2CCCCN2S(=O)(=O)c2ccc(F)cc2)cc1 (stereo not drawn) | CHRM5 antagonist: 10

# Another view of part of the listing above:
> COc1ccc(S(=O)(=O)NC(=O)C2(C)CCN2C(=O)c2ccccc2CCc2ccccc2)cc1 (stereo not drawn)
  CHO-K1 Ca PAM: 13 | CRFBP-R2 agonist: . | M5 PAM: 0 | TAAR1 antagonist: 9 | M4 PAM: 0 | CHRM5 antagonist: -7 | CHRM5 agonist: 1 | TAAR1 ag: -1 | CRFR2-BP antag: .

> N#C/C(=C\c1ccc(Sc2ccccc2)o1)c1nc2ccccc2[nH]1
  CHO-K1 Ca PAM: 4 | CRFBP-R2 agonist: 28 | M5 PAM: -3 | TAAR1 antagonist: 45 | M4 PAM: 11 | CHRM5 antagonist: 11 | CHRM5 agonist: 4 | TAAR1 ag: 11 | CRFR2-BP antag: -81

> COc1ccc(C2c3ccc4ccccc4c3Oc3ncn(CCN(C)C)c(=N)c32)cc1 (stereo not drawn)
  CHO-K1 Ca PAM: -8 | CRFBP-R2 agonist: -0.1 | M5 PAM: -5 | TAAR1 antagonist: -13 | M4 PAM: -4 | CHRM5 antagonist: 9 | CHRM5 agonist: -4 | TAAR1 ag: 4 | CRFR2-BP antag: -4

> Oc1cccc(CN2CCCCC2)c1
  CHO-K1 Ca PAM: -4 | CRFBP-R2 agonist: -0.4 | M5 PAM: 2 | TAAR1 antagonist: . | M4 PAM: -3 | CHRM5 antagonist: -3 | CHRM5 agonist: -5 | TAAR1 ag: . | CRFR2-BP antag: -15

# Bioassay records: PubChem BioAssay, several laboratories
